High-throughput results deposited in PubChem BioAssay by several laboratories.
GC-A act: GC-A stimulated cGMP production enhancers – HEK293 GC-A cells, cGMP TR-FRET, EC30 ANP, primary screen; 370,000 tested, 0.14% active; Atrial natriuretic peptide receptor 1 (Homo sapiens), P16066; AID 1671463, 2021; activation, % at 10 µM; 0% at EC30 ANP, 100% saturating ANP; in the data active means activation above about 40%
Target sequence (P16066 whole entry, looked up): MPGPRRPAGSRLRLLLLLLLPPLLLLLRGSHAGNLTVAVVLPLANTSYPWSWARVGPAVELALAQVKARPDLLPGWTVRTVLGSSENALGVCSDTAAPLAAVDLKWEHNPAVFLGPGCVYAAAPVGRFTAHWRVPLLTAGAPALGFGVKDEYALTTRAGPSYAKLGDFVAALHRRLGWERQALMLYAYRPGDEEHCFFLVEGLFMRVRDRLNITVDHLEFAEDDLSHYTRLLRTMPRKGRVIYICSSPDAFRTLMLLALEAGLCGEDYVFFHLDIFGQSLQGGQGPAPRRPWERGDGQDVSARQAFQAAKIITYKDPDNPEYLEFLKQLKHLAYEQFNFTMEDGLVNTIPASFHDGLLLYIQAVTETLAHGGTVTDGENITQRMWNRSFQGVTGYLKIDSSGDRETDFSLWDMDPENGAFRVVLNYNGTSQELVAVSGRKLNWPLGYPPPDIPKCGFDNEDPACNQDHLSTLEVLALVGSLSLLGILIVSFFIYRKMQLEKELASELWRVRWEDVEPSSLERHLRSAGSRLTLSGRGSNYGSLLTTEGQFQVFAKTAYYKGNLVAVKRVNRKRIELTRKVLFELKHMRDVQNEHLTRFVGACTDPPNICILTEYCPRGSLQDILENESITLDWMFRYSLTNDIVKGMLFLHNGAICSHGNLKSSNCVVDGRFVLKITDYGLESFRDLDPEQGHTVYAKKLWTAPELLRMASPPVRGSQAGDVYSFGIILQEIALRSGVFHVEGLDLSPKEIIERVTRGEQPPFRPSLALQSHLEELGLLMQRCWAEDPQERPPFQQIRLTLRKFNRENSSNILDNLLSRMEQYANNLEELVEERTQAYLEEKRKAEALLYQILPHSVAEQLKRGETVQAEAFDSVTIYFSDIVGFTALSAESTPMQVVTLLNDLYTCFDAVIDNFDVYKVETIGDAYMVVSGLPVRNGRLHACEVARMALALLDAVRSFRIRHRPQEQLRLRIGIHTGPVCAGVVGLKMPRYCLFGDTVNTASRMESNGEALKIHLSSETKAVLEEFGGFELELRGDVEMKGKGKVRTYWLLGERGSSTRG
hcDAF-12 act: H. contortus DAF-12 nuclear receptor activators, primary screen, cell-based, luminescence, HEK293, lit1-tk-luc reporter. activation, % at 6.8 µM. HEK293 hcDAF-12 lit1-tk-luc reporter; 0% DMSO, 100% Δ7-dafachronic acid. 370,000 tested, 1.4% active;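 active means activation above the mean of all tested compounds plus 3 SD, cut at about 5.5% in these data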;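 further: 100% = response to 3 µM Δ7-dafachronic acid high control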
GAA850 FXN act: FXN promoter activators, primary screen, cell-based, luciferase luminescence, HEK293 lucGAA850. 360,000 tested, 0.56% active. activation, % at 6 µM. HEK293 lucGAA850 FXN promoter luciferase reporter, 24 h; percent of 10 µM SAHA response;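 active means activation above the average of all compounds screened plus 3 SD, cutoff fixed separately per campaign, cut at about 7.5% in these data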;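 further: 0% = DMSO wells and 100% = 10 µM SAHA wells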
SMARCA2 act: SMARCA2 (BRM) function activators, primary screen, cell-based, luminescence, high throughput. MG213 cells, MMTV-luciferase reporter, dexamethasone, overnight. activation, % at 9.1 µM. 370,000 tested, 1% active. AID 652017, 2013; in the data active means activation above about 7.8%;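 further: 0% = vehicle wells and 100% = reference activator wells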
ADAM10 inh: human ADAM10 inhibitors, primary screen, biochemical, QFRET, HTS; inhibition, % at 7 µM; 370,000 tested, 0.62% active; recombinant ADAM10, EDANS/DABCYL FRET peptide cleavage, 3 h; Disintegrin and metalloproteinase domain-containing protein 10 (Homo sapiens), O14672;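 active means inhibition above a per-campaign cutoff equal to the mean of compounds falling between control-based bounds plus 3 SD, cut at about 20% in these data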;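 further: 0% = DMSO wells while the 100% control is not disclosed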
hgDAF12 agonist: H. glycines DAF-12 receptor agonists, primary screen, cell-based, luminescence, HEK293, GAL4 fusion, UAS-luciferase; Nuclear hormone receptor DAF-12 (Heterodera glycines), GAL4 fusion; HEK293 GAL4-hgDAF12 UAS-luciferase reporter, agonist luminescence; normalized to butyrate control; 370,000 tested, 1.8% active; activation, % at 6.8 µM;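 active means activation above a cutoff set at the mean of all screened compounds plus 3 SD, cut at about 10% in these data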;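 further: 0% = DMSO wells and 100% = sodium butyrate wells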
GC-B act: human GC-B receptor activators, primary screen, HEK293 GC-B cells, cGMP TR-FRET, EC30 CNP. Atrial natriuretic peptide receptor 2 (Homo sapiens), P20594. 0% at EC30 CNP, 100% saturating CNP. activation, % at 10 µM. 370,000 tested, 0.11% active;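 active means activation at 10 µM reaching about 35% in either raw or pattern-adjusted values, limit read from the data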
DAX1 inh-1: DAX1 (NR0B1) inhibitors on StAR promoter, primary screen, cell-based, luminescence, SF-1 (NR5A1), full-length DAX-1. HEK293T StAR-luciferase reporter, SF-1/DAX-1 repression relief. inhibition, % at 6.8 µM. 370,000 tested, 1.1% active. AID 652010, 2013;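 active means inhibition above the mean over all tested compounds plus 3 SD, cut at about 3.6% in these data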;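 further: 0% = DAX-1 cells with DMSO and 100% = cells lacking DAX-1 with DMSO; higher inhibition means more luminescence from relief of DAX-1 repression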
sPLA2-III inh: human group III sPLA2 inhibitors, primary screen, biochemical, QFRET, BODIPY PC-A2 liposome substrate. inhibition, % at 12.2 µM. QFRET BODIPY PC-A2 liposome hydrolysis, fluorescence. 370,000 tested, 0.56% active;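 active means inhibition above mean plus 3 SD of compounds lying within the high and low control bounds, cut at about 19% in these data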;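 further: 0% = median of test compound wells and 100% = no enzyme DMSO wells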
DAX1 inh-2: DAX1 (NR0B1) inhibitors, primary screen, cell-based, HEK293, Gal4-DAX1, luciferase luminescence. Nuclear receptor subfamily 0 group B member 1 (Homo sapiens), P51843. HEK293 Gal4-DAX1 luciferase reporter. inhibition, % at 6.75 µM. 340,000 tested, 0.99% active. AID 504766, 2011;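 active means inhibition above the mean over all tested compounds plus 3 SD, cut at about 4.2% in these data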;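 further: 0% = DAX1-transfected cells with DMSO and 100% = empty-vector control cells with DMSO; inhibition shows as a rise in luminescence from relieved DAX1 repression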
ssDAF12 agonist: S. stercoralis DAF-12 nuclear receptor activators, primary screen, cell-based, luminescence, HEK293, GRIP1 co-expression, lit1-tk-luc; HEK293 ssDAF-12/GRIP1 lit1-tk-luc reporter; % of 3 µM dafachronic acid response; activation, % at 6.8 µM; 370,000 tested, 1% active;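 active means activation above the mean over all tested compounds plus 3 SD, cut at about 0.9% in these data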;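 further: 0% = DMSO-only wells and 100% = 3 µM delta7-dafachronic acid wells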
* hit, by the source's call; i = inactive; / = no result given.

A first look:
Short forms – A = GC-A act; B = hcDAF-12 act; C = GAA850 FXN act; D = SMARCA2 act; E = ADAM10 inh; F = hgDAF12 agonist; G = GC-B act; H = DAX1 inh-1; I = sPLA2-III inh; J = DAX1 inh-2; K = ssDAF12 agonist
Nc1nnc(SCC(=O)OCC(=O)Nc2ccccc2F)s1
  A: 0	B: 0.0	C: -0.3	D: -3	E: -6	F: -2.1	G: -1	H: -0.2	I: 2	J: 1.4	K: -0.6
Cc1nnc(SCCC#N)n(CCC#N)c1=O
  A: 4	B: -2.0	C: -0.2	D: 0	E: -1	F: -0.6	G: 1	H: -0.5	I: 0	J: 0.0	K: -1.0
COc1ccc(-n2c(=S)[nH]c3sc(-c4ccccc4)cc3c2=O)c(OC)c1
  A: 18	B: -0.8	C: -0.4	D: 0	E: -5	F: -1.6	G: -3	H: 0.0	I: 4	J: 0.6	K: -0.9
CC(C)(C)c1ccc(N2C(=O)CC(C/C=C/c3ccccc3)C2=O)cc1 (stereo unspecified)
  A: 2	B: 0.8	C: 0.1	D: -4	E: -9	F: 2.4	G: -1	H: 0.1	I: 11	J: 2.8	K: -1.1

The listing, previewed entries included:
Short forms – A = GC-A act; B = hcDAF-12 act; C = GAA850 FXN act; D = SMARCA2 act; E = ADAM10 inh; F = hgDAF12 agonist; G = GC-B act; H = DAX1 inh-1; I = sPLA2-III inh; J = DAX1 inh-2; K = ssDAF12 agonist
Nc1nnc(SCC(=O)OCC(=O)Nc2ccccc2F)s1
  A: 0	B: 0.0	C: -0.3	D: -3	E: -6	F: -2.1	G: -1	H: -0.2	I: 2	J: 1.4	K: -0.6
Cc1nnc(SCCC#N)n(CCC#N)c1=O
  A: 4	B: -2.0	C: -0.2	D: 0	E: -1	F: -0.6	G: 1	H: -0.5	I: 0	J: 0.0	K: -1.0
COc1ccc(-n2c(=S)[nH]c3sc(-c4ccccc4)cc3c2=O)c(OC)c1
  A: 18	B: -0.8	C: -0.4	D: 0	E: -5	F: -1.6	G: -3	H: 0.0	I: 4	J: 0.6	K: -0.9
CC(C)(C)c1ccc(N2C(=O)CC(C/C=C/c3ccccc3)C2=O)cc1 (stereo unspecified)
  A: 2	B: 0.8	C: 0.1	D: -4	E: -9	F: 2.4	G: -1	H: 0.1	I: 11	J: 2.8	K: -1.1
Cc1cc(=O)cc(C)n1-c1ccccc1Br
  A: 0	B: -1.6	C: 0.8	D: -1	E: 3	F: 0.2	G: 1	H: -0.6	I: 4	J: 1.6	K: -1.1
Cc1nc2c(nnn2Cc2c(Cl)cccc2Cl)c(=O)[nH]1
  A: 6	B: -2.1	C: -0.8	D: -2	E: 10	F: -1.8	G: 7	H: -0.2	I: 2	J: 2.5	K: 0.2
Cc1cc(C)nc(NC(=O)c2cccs2)n1
  A: -2	B: -1.5	C: 0.7	D: 1	E: 4	F: 4.8	G: 3	H: 0.8	I: 4	J: 0.1	K: -1.2
CCOc1cc(C2NC(=O)c3ccccc3O2)ccc1OC (stereo unspecified)
  A: 3	B: -1.0	C: -0.2	D: -3	E: -54	F: 1.1	G: 0	H: -0.1	I: 14	J: 3.2	K: -1.1
COc1ccc(Cl)cc1NC(=O)C/C(C)=N/NC(=O)c1ccccc1[N+](=O)[O-]
  A: 8	B: 1.3	C: 1.4	D: -1	E: -4	F: 3.4	G: 4	H: -0.5	I: -9	J: -1.2	K: -1.3
N#Cc1ccc(NC(=O)COC(=O)C2CCC2)cc1
  A: -2	B: -2.0	C: 0.0	D: 0	E: -4	F: 2.5	G: 4	H: -0.7	I: 4	J: 2.3	K: -0.6
CC(=O)N1CCc2ccc(S(=O)(=O)N3CC(C)OC(C)C3)cc21 (stereo unspecified)
  A: -2	B: -2.4	C: 2.3	D: -2	E: -4	F: -2.4	G: 6	H: -0.1	I: 0	J: -0.7	K: -1.2
O=C(NCc1ccco1)/C(=C/c1cccnc1)NC(=O)c1cccc(Br)c1
  A: 2	B: -0.9	C: -0.4	D: -2	E: -5	F: 0.5	G: 3	H: -0.5	I: 0	J: 1.1	K: -1.2
O=c1ccc2ccc(OCCOc3cccc(Cl)c3)cc2o1
  A: 7	B: 0.7	C: 6.6	D: 2	E: -330	F: 0.3	G: -3	H: -0.5	I: -6	J: 1.8	K: -1.2
N#Cc1ccc(OCC(=O)NNC(=S)NC(=O)C2CC2)cc1
  A: -3	B: 0.0	C: 0.4	D: -1	E: -2	F: 0.2	G: -2	H: 0.4	I: 16	J: 0.1	K: -1.1
FC(F)(F)c1cccc(N2CCN(C(=S)NC3CCCC3)CC2)c1
  A: 4	B: -0.4	C: -1.3	D: -2	E: 7	F: -1.6	G: 0	H: -1.1	I: 5	J: -1.6	K: -1.7
CC(C)C(=O)N1CCN(c2ccc(NC(=O)c3ccc4c(c3)OCCO4)cc2Cl)CC1
  A: 6	B: -0.6	C: -12	D: 0	E: 0	F: 1.7	G: -3	H: -0.2	I: -4	J: 0.4	K: -1.8
O=C(OCc1ccccc1)/C(=C/c1ccccc1Cl)NC(=O)c1ccco1
  A: -1	B: -1.9	C: -0.1	D: -3	E: 12	F: -0.3	G: 2	H: -1.7	I: -2	J: -0.8	K: -1.0
CN(Cc1nc(-c2cccnc2)no1)S(=O)(=O)c1ccccc1
  A: -2	B: -0.8	C: 2.0	D: 0	E: 4	F: -0.3	G: -3	H: 0.0	I: -5	J: -0.5	K: -1.5
Cc1cc(C(=O)NCC2COc3ccccc3O2)c2ccccc2n1 (stereo unspecified)
  A: -3	B: -1.9	C: -1.0	D: -2	E: 1	F: -3.7	G: 1	H: -2.0	I: -6	J: -0.7	K: -2.0
CNc1n[nH]c(-c2ccccc2)n1
  A: 2	B: -0.9	C: 0.0	D: 2	E: -19	F: -0.1	G: -4	H: 0.3	I: -3	J: 2.3	K: -0.8
COc1ccc(-c2nc(CN3CCC(C(=O)NC4CCCC4)CC3)c(C)o2)cc1OC
  A: -6	B: -1.8	C: 1.3	D: -2	E: 6	F: -0.7	G: -8	H: -0.7	I: 11	J: 0.2	K: -1.1
CN(C)c1ccc(/C=[N+](\[O-])C(C)(C)/C=N/O)cc1
  A: -2	B: -0.8	C: -1.4	D: -1	E: -1	F: 1.9	G: -3	H: -0.4	I: 3	J: 0.8	K: -1.0
O=C(NCc1ccc(Cl)nc1)c1ccc2sc([C@@H]3O[C@H](CO)[C@H](O)[C@H](O)[C@H]3O)nc2c1
  A: 3	B: 1.7	C: -2.3	D: 0	E: -11	F: 1.4	G: 1	H: -0.4	I: 6	J: /	K: -1.0
CCCCC(CCCCl)C(=O)Nc1ccccc1 (stereo unspecified)
  A: -4	B: 0.1	C: -1.0	D: -1	E: -4	F: 3.5	G: -3	H: -0.6	I: 0	J: 0.0	K: -0.8
Cc1ccc(S(=O)(=O)N2CCC(C(=O)OCC(=O)N3CCCC3=O)CC2)cc1C
  A: 0	B: -2.6	C: -0.5	D: -3	E: 3	F: -0.1	G: -2	H: 0.3	I: 1	J: 0.2	K: -1.0
CCOC(=O)c1[nH]c2ccc(OC)cc2c1NC(=O)CCN1CCC(C)CC1
  A: 0	B: -0.3	C: /	D: 0	E: -358	F: 1.1	G: -3	H: 0.3	I: 0	J: /	K: 0.5
C[C@@H]1CN([C@@H](C)CO)C(=O)CCCn2nncc2CO[C@H]1CN(C)C(=O)C1CC1
  A: 0	B: 1.1	C: 1.2	D: -1	E: -2	F: -0.1	G: 3	H: -0.6	I: 7	J: -0.6	K: -1.5
CCc1cc2c(COC(=O)c3cc(S(=O)(=O)N4CCOCC4)ccc3F)cc(=O)oc2cc1O
  A: 12	B: -1.0	C: 0.4	D: 3	E: i	F: -0.5	G: 22	H: -0.8	I: -11	J: 0.8	K: -0.6
COc1cccc(NC(=O)CSc2nccn2-c2cccc(OC)c2)c1
  A: -1	B: -2.5	C: 0.7	D: 1	E: -4	F: -1.7	G: -4	H: -0.3	I: -2	J: -0.5	K: -1.2
COCCCN1CC(=O)N2C(c3cccc(OC)c3OC)c3[nH]c4ccccc4c3C[C@H]2C1=O (stereo partly specified)
  A: 0	B: 1.4	C: 2.5	D: -1	E: -5	F: -0.2	G: 4	H: 0.2	I: -10	J: -0.1	K: -1.0
C=C[C@@H]1c2cc(C)ccc2N(S(=O)(=O)c2ccc(C)cc2)[C@H](c2ccccc2C(F)(F)F)C1(C#N)C#N
  A: -1	B: -1.1	C: -0.2	D: 1	E: -3	F: 2.0	G: -3	H: 0.8	I: 5	J: -0.9	K: -1.0
COc1ccc(N=Nc2nc(-c3ccccc3)c(-c3ccccc3)[nH]2)cc1
  A: -3	B: -1.1	C: 0.1	D: -5	E: 24*	F: 0.4	G: 3	H: -1.4	I: 28*	J: -0.9	K: -1.8
COc1ccc(-c2cc(C(=O)Nc3cccc(O)c3)no2)cc1
  A: 6	B: 2.4	C: 1.2	D: 0	E: -1	F: 6.0	G: 1	H: 1.4	I: -34	J: -3.3	K: -0.6
Cc1ccc2c(CC(=O)Nc3nc(C)cs3)coc2c1
  A: 4	B: 0.0	C: -0.5	D: 5	E: 6	F: 4.8	G: -5	H: -0.3	I: -5	J: 2.4	K: -1.0
O=C(Cn1ccc2ccccc2c1=O)N1CCN(Cc2ccc3c(c2)OCO3)CC1
  A: 2	B: -0.6	C: -0.6	D: 3	E: -2	F: 3.5	G: -3	H: -0.1	I: 0	J: -0.8	K: -1.0
Cc1nn2cc(-c3ccccc3)nc2s1
  A: 3	B: 4.2	C: 0.6	D: 1	E: -4	F: 14*	G: 1	H: 5.7*	I: -2	J: -1.0	K: -0.7
CC12CCC(C(=O)O)(c3nc(C#N)c(C#N)nc31)C2(C)C (stereo unspecified)
  A: 3	B: -0.9	C: -2.8	D: -2	E: 2	F: 0.5	G: -2	H: -0.4	I: -7	J: 0.0	K: -1.5
COc1cccc(C(=O)Oc2cc(C)[nH]c(=O)c2[N+](=O)[O-])c1OC
  A: -4	B: 1.7	C: -0.9	D: 0	E: -3	F: 1.2	G: 0	H: 0.1	I: 0	J: 0.7	K: -0.2
